Assay outcomes (PubChem BioAssay)
AID2073: disruptors of CaV2.2 binding to Mint1 – biochemical, HTRF (AID 2073). HTRF protein-protein interaction, Mint1-CaV2.2; higher % means a stronger effect. one-dose inhibition, % at 20 µM; IC50 in µM for titrated hits. 290,000 compounds, 0.19% hits; in the data active = inhibition mostly above about 51%, no sharp cut-off; note: some results filed as inactive read as strong as hits
Autophagy HCS: modulators of autophagy; AID 463193; MEF GFP-LC3 puncta imaging; test concentration mostly 10 µM; 190,000 compounds, 0.98% hits; calls only at 10 µM (by protocol);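 active = percentage of spot-positive cells more than 3 SD above its plate mean, without a fluorescence outlier flag or 80% toxicity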;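 note: spot-positive cell cutoff set from DMSO-treated cells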
RSV antiviral HEp-2: inhibition of RSV-induced cytopathic effect – HEp-2 cells, primary 10 µM value included (AID 2391). HEp-2 cells, RSV-induced CPE inhibition; higher % means a stronger effect. one-dose CPE inhibition, % at 10 µM; IC50 in µM for titrated hits. 310,000 compounds, 0.13% hits; in the data active = a potency from the dose series; note: strong numbers were not always called active
NS5 inhibitors: Dengue-2 NS5 methyltransferase inhibitors, primary screen, biochemical, confirmation dose response (AID 588689); inhibition, % at 25 µM; hits with a dose series show IC50 in µM; 340,000 compounds, 0.3% hits; Dengue-2 NS5 methyltransferase capping enzyme assay, biochemical; higher % means a stronger effect; in the data active = a potency from the dose series
WT yeast gro inh: growth inhibition of WT yeast, mitochondrial fusion screen; mitochondrial fusion phenotypic screen, WT strain; inhibition, % at 10 µM; 190,000 compounds, 2.1% hits; AID 1362; in the data active = inhibition above about 58%; tested in S. cerevisiae
K1F lysis inhibition: inhibition of K1F phage lysis, E. coli UTI89, bacterial capsule biogenesis inhibitors, alamar blue (AID 488966) | E. coli UTI89 K1F phage lysis, alamar blue, 2 h; higher % means a stronger effect | inhibition, % at 100 µM, or IC50 in µM where a hit was titrated | 340,000 compounds, 0.02% hits;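 active = phage lysis inhibition, versus mean bacterial control, above a set limit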;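 note: capsule biogenesis inhibitors block K1F phage lysis so surviving cells raise fluorescence; higher fluorescence means more inhibition of phage lysis; actives were called in the ten point dose series up to 300 µM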
GPR35 arrestin U2OS: GPR35 antagonists blocking zaprinast-driven arrestin recruitment, primary screen, imaging, U2OS, beta-arrestin-GFP, zaprinast agonist (AID 2058) | U2OS GPR35 beta-arrestin-GFP translocation imaging, zaprinast antagonism; higher % means a stronger effect | inhibition, % at 10 µM; hits with a dose series show IC50 in µM | 290,000 compounds, 0.052% hits;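 active = inhibition of at least 50% with at least 30 cells and total cytoplasm GFP at most 10,000,000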
NTR1 agonist: NTR1-driven beta-arrestin-GFP spot formation – imaging, U2OS cells, high content, primary screen (AID 493036) | P30989 | agonist mode | activation, % at 20 µM | 330,000 compounds, 0.17% hits;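 active = activation at or above 40% of the spot to cytoplasm intensity ratio, with at least 20 cells analyzed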;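 note: 0% = DMSO without peptide and 100% = 100 nM NTR1 peptide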
Target sequence (P30989 whole entry, looked up): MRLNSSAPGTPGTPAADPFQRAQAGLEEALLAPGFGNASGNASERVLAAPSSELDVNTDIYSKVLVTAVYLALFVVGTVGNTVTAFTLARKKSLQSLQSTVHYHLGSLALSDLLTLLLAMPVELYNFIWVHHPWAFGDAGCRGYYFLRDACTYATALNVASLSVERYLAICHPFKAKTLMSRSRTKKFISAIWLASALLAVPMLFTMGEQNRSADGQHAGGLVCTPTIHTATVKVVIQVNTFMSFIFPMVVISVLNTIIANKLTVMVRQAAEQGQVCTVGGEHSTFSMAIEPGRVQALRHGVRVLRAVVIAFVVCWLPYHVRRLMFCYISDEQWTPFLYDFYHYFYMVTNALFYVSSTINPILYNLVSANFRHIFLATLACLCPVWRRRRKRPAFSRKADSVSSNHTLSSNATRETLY
LYP inhibition: PTPN22 lymphoid phosphatase activity blockers – biochemical, fluorescence intensity, uHTS (AID 1779); 290,000 compounds, 0.054% hits; recombinant LYP phosphatase, fluorescence intensity; higher % means a stronger effect; inhibition, % at 11.5 µM; hits with a dose series show IC50 in µM; in the data active = inhibition above about 50%;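 note: plate controls were vehicle with enzyme for no effect and no enzyme for full effect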
WT yeast gro inh mutant strain: second read-out of WT yeast gro inh, no call of its own (marks repeat the call); inhibition, %; mitochondrial fusion phenotypic screen, mutant strain inhibition
Autophagy HCS cell loss 18 h: further read-out of Autophagy HCS, marked with its call; toxicity, %; measured here: cell loss, nuclei count;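 cell loss after 18 h compound exposure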
NTR1 agonist cell count 20 µM: recorded beside NTR1 agonist, whose call it bears; cell count; measured here: cell count, cytotoxicity flag
NS5 inhibitors pilot replicate: also measured in NS5 inhibitors; calls as there; inhibition, %; measured here: pilot screen replicate inhibition
* marks the source's active call; other numbers are inactive results; i = inactive; . = no result given; + = active, no number; [ ] = remark or other dose.

The opening 3 compounds, to show the layout:
SMILES | AID2073 | Autophagy HCS | Autophagy HCS cell loss 18 h | RSV antiviral HEp-2 | NS5 inhibitors | WT yeast gro inh | WT yeast gro inh mutant strain | K1F lysis inhibition | GPR35 arrestin U2OS | NTR1 agonist | NTR1 agonist cell count 20 µM | LYP inhibition | others
CC(C)C(C)NC(=O)CN1C(=O)NC2(CCc3ccccc32)C1=O (stereo not given) | 13% | . | . | 1.1% | -8% | . | . | -0.1% | 9% | -1.2 | 57 | -10%
Cc1ccc(-n2c(SCC(=O)N3CCOCC3)nc(O)c(Cc3ccccc3)c2=O)cc1 | 7% | . | . | 0.5% | -11% | . | . | -0.1% | 8% | 0.2 | 62 | -5%
Cc1ccc(NC(=S)NNC(=O)c2ccc(N3CCOCC3)c([N+](=O)[O-])c2)cc1C | 10% | i | 0 | 17% | 4% | -19 | -3 | -1.2%[50 µM] | 4% | 0.9 | 72 | 2%

The list itself, previewed entries included:
SMILES | AID2073 | Autophagy HCS | Autophagy HCS cell loss 18 h | RSV antiviral HEp-2 | NS5 inhibitors | WT yeast gro inh | WT yeast gro inh mutant strain | K1F lysis inhibition | GPR35 arrestin U2OS | NTR1 agonist | NTR1 agonist cell count 20 µM | LYP inhibition | others
CC(C)C(C)NC(=O)CN1C(=O)NC2(CCc3ccccc32)C1=O (stereo not given) | 13% | . | . | 1.1% | -8% | . | . | -0.1% | 9% | -1.2 | 57 | -10%
Cc1ccc(-n2c(SCC(=O)N3CCOCC3)nc(O)c(Cc3ccccc3)c2=O)cc1 | 7% | . | . | 0.5% | -11% | . | . | -0.1% | 8% | 0.2 | 62 | -5%
Cc1ccc(NC(=S)NNC(=O)c2ccc(N3CCOCC3)c([N+](=O)[O-])c2)cc1C | 10% | i | 0 | 17% | 4% | -19 | -3 | -1.2%[50 µM] | 4% | 0.9 | 72 | 2%
O=C(NC1CCCC1)c1cccc(Cn2cc([N+](=O)[O-])cn2)c1 | 6% | i | -42 | 2.1% | -1% | 1 | -2 | -0.1% | -11% | -1.5 | 78 | -4%
CC1=C(C#N)C(c2ccc(O)cc2)C2=C(CCCC2=O)N1 (stereo not given) | 2% | i | -11 | 0.7% | 0% | 4 | -11 | -0.1% | -10% | 0.0 | 20 | -7%
COCCCNC(=O)CSC1=Nc2ccccc2C2=NC(Cc3c[nH]c4ccccc34)C(=O)N12 (stereo not given) | -16% | i | 25 | 1.7% | 5% | 8 | 10 | -0.2% | 9% | 0.2 | 81 | -8%
COc1ccc(C(F)(F)F)cc1N/C=C/c1nnnn1-c1ccc2ccccc2c1 | 4% | . | . | 0.9% | 2% | . | . | -0.1% | -26% | 2.6 | 39 | -2%
Cc1onc(-c2ccccc2)c1C(=O)Nc1ccc2c(C)cc(=O)oc2c1 | 17% | i | -6 | -0.2% | 3% | 11 | 3 | 0.3% | -2% | -0.5 | 49 | -9%
COCCN1C(=O)C(=O)/C(=C(/O)c2cccc(OC)c2)C1c1ccco1 (stereo not given) | -2% | i | 20 | 1.0% | 3% | -11 | 4 | 2.8% | 4% | 0.0 | 55 | -1%
Cc1[nH]nc2c1C(Cc1ccccc1)C(C#N)=C(N)O2 (stereo not given) | 4% | i | -8 | 1.1% | 5% | 6 | 21 | 0.7% | 12% | -2.4 | 58 | -9%
COC(=O)c1cc2ccc(OC)c(OC)c2c(=O)s1 | -4% | i | 7 | 1.1% | 2% | -6 | -48 | 0.1% | -10% | 0.0 | 54 | 7%
O=C(O)C1CC=CCC1C(=O)NNc1c(Cl)cc(Cl)cc1Cl (stereo not given) | 37% | i | 1 | 1.9% | -10% | 5 | 12 | -0.5% | 3% | 0.4 | 25 | -6%
C/C(=N\O)c1ccco1 | . | . | . | -0.3% | 2% | . | . | 2.1% | . | 2.7 | 68 | .
CC(=O)Nc1ccc(NC(=O)CSc2n[nH]c(-c3cccs3)n2)cc1 | . | . | . | 1.8% | -1% | . | . | 0.5%[50 µM] | . | 0.4 | 56 | .
COc1ccc2c(Cl)c(C(=O)N/N=C/c3ccncc3)sc2c1 | -25% | . | . | 3.2% | 1% | . | . | 0.2% | -10% | 0.2 | 64 | -9%
CCNc1c2c(nc3ccccc13)CC(C)(C)CC2=O | 6% | i | -10 | 0.7% | -8% | -4 | 4 | -0.1% | -18% | 4.4 | 43 | -3%
O=C1c2ccccc2NC(c2ccc(O)c(O)c2)N1c1ccccc1Cl (stereo not given) | 9% | . | . | 0.8% | 0% | . | . | 1.8% | 8% | 0.0 | 63 | 0%
CCOc1ccc(N(CC(=O)NCc2ccccc2)C(=O)CCC(=O)Nc2nccs2)cc1 | -8% | . | . | 1.3% | 2% | . | . | 0.4% | 7% | -2.4 | 38 | -6%
CC(C)c1ccccc1NC(=S)NCc1nc2ccccc2[nH]1 | 0% | i | 0 | 7.9% | -1% | 14 | 13 | 0.5% | -10% | -0.2 | 69 | -2%
Cc1nc2sc3c(c2c2nc(-c4ccco4)nn12)CCCC3 | 5% | i | 5 | . | . | -10 | 4 | . | -10% | . | . | -6%
C=CCOC(=O)C(C#N)c1nc2ccccc2nc1N1CCN(Cc2ccc3c(c2)OCO3)CC1 (stereo not given) | 7% | i | -8 | 1.8% | 0% | 18 | -10 | 0.5% | -17% | -0.3 | 54 | 1%
O=C(c1ccc2c3n(nc2c1)-c1ccc(Cl)cc1CO3)N1CCOCC1 | 14% | . | . | 1.9% | 1% | . | . | 2.3% | -9% | -0.9 | 85 | -6%
CCOc1cc(NC(=S)NCCCN(C)C)c(OCC)cc1NC(=O)C1CC1 | 2% | i | -9 | 0.6% | -7% | 2 | -12 | -0.3% | -9% | 1.0 | 30 | 1%
Cc1ccc(S(=O)(=O)NCCCCCC(=O)N(C)C)cc1 | 4% | i | -15 | -0.3% | -2% | -5 | 6 | 1.1% | -15% | -0.6 | 77 | 3% | NS5 inhibitors pilot replicate=1.8
COc1ccc(C)cc1S(=O)(=O)N1CCN(S(=O)(=O)c2cc(C(=O)O)ccc2C)CC1 | -4% | . | . | 1.2% | 5% | . | . | 0.2% | -2% | -0.8 | 56 | -6%

Overlap with the part before: 5 entries, followed by the next part.
SMILES | AID2073 | Autophagy HCS | Autophagy HCS cell loss 18 h | RSV antiviral HEp-2 | NS5 inhibitors | WT yeast gro inh | WT yeast gro inh mutant strain | K1F lysis inhibition | GPR35 arrestin U2OS | NTR1 agonist | NTR1 agonist cell count 20 µM | LYP inhibition | others
C=CCOC(=O)C(C#N)c1nc2ccccc2nc1N1CCN(Cc2ccc3c(c2)OCO3)CC1 (stereo not given) | 7% | i | -8 | 1.8% | 0% | 18 | -10 | 0.5% | -17% | -0.3 | 54 | 1%
O=C(c1ccc2c3n(nc2c1)-c1ccc(Cl)cc1CO3)N1CCOCC1 | 14% | . | . | 1.9% | 1% | . | . | 2.3% | -9% | -0.9 | 85 | -6%
CCOc1cc(NC(=S)NCCCN(C)C)c(OCC)cc1NC(=O)C1CC1 | 2% | i | -9 | 0.6% | -7% | 2 | -12 | -0.3% | -9% | 1.0 | 30 | 1%
Cc1ccc(S(=O)(=O)NCCCCCC(=O)N(C)C)cc1 | 4% | i | -15 | -0.3% | -2% | -5 | 6 | 1.1% | -15% | -0.6 | 77 | 3% | NS5 inhibitors pilot replicate=1.8
COc1ccc(C)cc1S(=O)(=O)N1CCN(S(=O)(=O)c2cc(C(=O)O)ccc2C)CC1 | -4% | . | . | 1.2% | 5% | . | . | 0.2% | -2% | -0.8 | 56 | -6%
COc1ccc([C@@H]2[C@@H]3C(=O)N(C(C)(C)C)C(=O)[C@@H]3[C@]3(Cc4ccc(Cl)cc4)C(=O)N(c4cccc(Br)c4)C(=O)N23)cc1 | 10% | . | . | 2.9% | 2% | . | . | 1.6% | 5% | 3.2 | 95 | -10%
CCOc1ccc(-c2nc(-c3cccs3)c(CC(=O)O)s2)cc1OC | 7% | i | 14 | 1.6% | -7% | -1 | -4 | -1.6% | -13% | 2.9 | 48 | 3%
CC(=O)Nc1nc2nc(-c3ccccc3)cc(-c3ccccc3)n2n1 | 6% | i | 8 | 0.8% | 7% | 24 | 5 | 0.3% | -6% | -2.2 | 87 | -12%
O=C(CNCc1ccccn1)Nc1cc(S(=O)(=O)N2CCCCC2)ccc1Cl | -4% | i | 10 | 5.6% | -7% | 1 | 5 | -0.1% | 2% | -0.3 | 39 | -4%
CCCCC(=O)NCCNc1nc2c(c(=O)n(C)c(=O)n2C)n1Cc1ccccc1 | -2% | i | 5 | 0.1% | -4% | 10 | 15 | 5.0% | -18% | -1.4 | 78 | 3%
COc1ccc2c(c1OC)C(=O)N1C2SC(C)(C)[C@H]1C(=O)NC1CC1 (stereo not given in full) | 6% | . | . | . | 1% | . | . | 0.3% | 3% | -0.3 | 92 | -5%
CC(C)CN(C(=O)COC(=O)/C=C/c1cccs1)c1c(N)n(Cc2ccccc2)c(=O)[nH]c1=O | . | . | . | -0.4% | -5% | . | . | 0.4%[50 µM] | . | 1.1 | 52 | .
COC(=O)C1CC(O)CN1C(=O)Nc1ccccc1 (stereo not given) | 44% | i | -3 | 1.0% | 7% | -18 | 10 | -0.2% | -3% | -1.0 | 103 | 0%
CCCn1nc(C(=O)Nc2ccc3nc(C)sc3c2)c2ccccc2c1=O | 6% | i | 6 | 7.7% | . | 42 | 24 | 0.1% | -5% | 1.5 | 78 | 2%
O=C(Nc1ccc(N2CCCC2)c(Cl)c1)c1cccc(-c2cc3ccccc3oc2=O)c1 | 21% | i | -3 | 3.0% | -4% | -14 | -1 | 2.5% | -18% | 1.3 | 64 | 4%
COc1cnc(SCc2c(Cl)cccc2Cl)nc1Cl | 1% | + | 3.1* | 0.8% | -5% | 56 | 14 | 3.6% | -2% | 4.6 | 67 | -2%
CCN1CCN(Cc2nc3c(c(=O)n(C)c(=O)n3C)n2CCCc2ccccc2)CC1 | -3% | . | . | . | . | 9 | -3 | . | 2% | . | . | -6%
Cc1c(CNC(=O)c2c([N+](=O)[O-])cnn2C)cnn1C | 6% | i | -16 | -1.1% | . | 4 | 5 | 0.5% | 4% | 3.3 | 34 | -6%
CCOC(=O)C1CCN(C(=O)CSc2nccc(C)n2)CC1 | 1% | i | 19 | -1.7% | -4% | -8 | -6 | -2.1% | 3% | 0.7 | 24 | 1%
COC1=C/C(=C/c2c(N)n3nc(-c4ccc(C)cc4)sc3nc2=O)C=CC1=O | 18% | i | -4 | . | -48% | 0 | 3 | 0.7% | 35% | . | . | 6%
CCN(CC(=O)Nc1ccc(NC(C)=O)cc1)C(=O)c1ccc2c(c1)OCCO2 | . | . | . | 0.5% | -3% | . | . | 0.7%[50 µM] | . | -0.5 | 61 | .
CCOC(=O)C1=C(C)NC(=S)N(C(C)=O)C1c1ccc(Cl)cc1 (stereo not given) | 14% | i | 3 | 4.5% | -6% | -7 | -7 | 1.9% | 11% | 1.1 | 42 | 7%
